Screens: PubChem, several laboratories
GalR3 antagonist – GalR3 antagonists in HEK293 cells, primary screen, cell-based, fluorescence readout; 360,000 compounds, 0.44% hits; Galanin receptor type 3 (Homo sapiens), O60755; HEK293 GalR3-CNG cAMP membrane potential fluorescence; galR3 body fused to GalR1 C-terminus; inhibition, % at 3 µM;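 active = inhibition above the screen-wide average plus 3 SD, cut at about 13% in these data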;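 also: forskolin and galanin both at EC90 stimulate the cells; cAMP rise reported by CNG channel membrane potential dye signal; 0% = forskolin plus galanin with DMSO and 100% = forskolin alone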
Target sequence (O60755 1-299 limits assumed): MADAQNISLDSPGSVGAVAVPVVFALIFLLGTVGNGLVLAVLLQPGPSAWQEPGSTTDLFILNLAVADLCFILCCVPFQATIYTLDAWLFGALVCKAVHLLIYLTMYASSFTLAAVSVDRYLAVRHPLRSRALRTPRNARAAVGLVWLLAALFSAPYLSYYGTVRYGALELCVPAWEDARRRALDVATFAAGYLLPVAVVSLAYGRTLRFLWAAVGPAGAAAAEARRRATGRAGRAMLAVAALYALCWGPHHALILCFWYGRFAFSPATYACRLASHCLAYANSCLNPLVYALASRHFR
OXTR agonist – human OXTR agonists, primary screen, fluorescence, CHO-OTR cells, Fluo-8 calcium; Fluo-8 calcium fluorescence; normalized: DMSO 0%, oxytocin 100%; Oxytocin receptor (Homo sapiens), P30559; AID 2435, 2010; 320,000 compounds, 0.32% hits; activation, % at 3 µM;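 active = activation above the mean of all tested compounds plus 3 SD, cutoff set per screening run, cut at about 20% in these data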;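 also: peak over basal fluorescence ratio from a 100 s FLIPR kinetic read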
PfM18AAP inh – PfM18AAP inhibitors, malaria aminopeptidase, primary screen, biochemical, QFRET, recombinant enzyme; H-Glu-NHMec fluorogenic cleavage; inhibition, % at 7.35 µM; 290,000 compounds, 1.2% hits; AID 1822, 2009;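 active = inhibition above the campaign mean inhibition over all tested compounds plus 3 SD, cut at about 28% in these data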;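 also: 0% = plate median of test compound wells and 100% = 2 mM ZnCl2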
NALP1 inh – NALP1 inflammasome inhibitors in reconstituted yeast, colorimetric, S. cerevisiae, triplicate retest; S. cerevisiae NALP1/ASC/caspase-1 growth, X-gal OD620, 72 h; inhibition, % at 10 µM; 280,000 compounds, 0.61% hits; AID 2071, 2009; in the data active = inhibition mostly above about 24%, no sharp cut-off; inactive = mostly below about 32%; also: some compounds called inactive have numbers as strong as hits
V1aR counter – agonists of human V1a receptor, primary screen, counter-screen for OXTR agonist project, fluorescence, CHO-V1R cells | Vasopressin V1a receptor (Homo sapiens), P37288 | Fluo-8 calcium fluorescence, agonist mode; 0% DMSO, 100% 3 nM vasopressin | activation, % at 3 µM | 320,000 compounds, 0.25% hits;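 active = activation above the mean activation of all tested compounds plus 3 SD, per screening run, cut at about 20% in these data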;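 also: signal is peak over basal fluorescence ratio across a 100 second FLIPR read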
MEKK2 mut-MEK5 – MEK5 binding signal on mutant MEKK2 PB1, primary screen, biochemical, multiplex bead flow cytometry, Alexa488-MEK5; Alexa488-MEK5 binding to MEKK2 mutant; percent response, % at 10 µM; 290,000 compounds, 0.35% hits; AID 1530, 2009; in the data active = percent response above about 24%, passing the limit was not always enough; also: inactives centre near 1; some results filed as inactive read as strong as hits; reference of the scale not given here
OXTR potentiate – human OXTR potentiators, primary screen, fluorescence, CHO-OTR cells, Fluo-8 calcium. 320,000 compounds, 0.061% hits. Fluo-8 calcium fluorescence, potentiator mode; 0% = oxytocin EC15, 100% = EC100. AID 2445, 2010. activation, % at 3 µM;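 active = activation above that plate's cutoff, the mean activation of tested compounds plus 3 SD, cut at about 6.6% in these data, passing the limit was not always enough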;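 also: 100% uses oxytocin at 75 nM as the full agonist control; some results filed as inactive read as strong as hits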
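test system = CHO-OTR cells, human receptor | compound = single-point 3.0 µM | schedule = 6 min compound pre-incubation at room temperature, 100 s kinetic read | signal = Fluo-8 no-wash calcium dye fluorescence, excitation 470-495 nm, emission 515-575 nm | repeats = single well per compound, singlicate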
GPR7 antagonist – GPR7 receptor antagonists, primary screen, cell-based, fluorescence, single concentration; GPR7-expressing cells, fluorescence antagonist assay; inhibition, % at 4.4 µM; 290,000 compounds, 1.1% hits; in the data active = inhibition above about 16%, passing the limit was not always enough;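 also: cells stimulated with the agonist NPW; 0% = agonist with vehicle and 100% = vehicle without agonist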
Target sequence (P48145 whole entry, looked up): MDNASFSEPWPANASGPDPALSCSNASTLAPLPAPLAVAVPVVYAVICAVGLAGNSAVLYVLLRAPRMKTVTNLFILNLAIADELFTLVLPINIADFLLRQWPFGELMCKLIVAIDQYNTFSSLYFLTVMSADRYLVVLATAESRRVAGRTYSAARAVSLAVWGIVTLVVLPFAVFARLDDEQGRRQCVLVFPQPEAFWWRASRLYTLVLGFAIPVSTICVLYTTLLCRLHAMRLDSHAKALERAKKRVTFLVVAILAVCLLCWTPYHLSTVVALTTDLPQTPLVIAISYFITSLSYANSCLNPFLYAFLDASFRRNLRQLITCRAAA
MEKK2wt PB1 HTS – modulators of MEK5 binding to wildtype MEKK2, primary screen, biochemical, multiplex bead flow cytometry, Alexa488-MEK5. Mitogen-activated protein kinase kinase kinase 2 (Homo sapiens), Q9Y2U5. Alexa488-MEK5 binding to MEKK2 WT; actives lie on both sides. binding response (% of control), % at 10 µM. 290,000 compounds, 1.1% hits. AID 1531, 2009; in the data active = binding response below about 67% or above about 130%
Active calls of the source: *; . = no result given; & = joins results of further samples; [ ] = another dose, or the depositor's remark. The list is partial. The share of hits here may be higher or lower than overall.

Every second line gives: GalR3 antagonist	OXTR agonist	PfM18AAP inh	NALP1 inh	V1aR counter	MEKK2 mut-MEK5	OXTR potentiate	GPR7 antagonist	MEKK2wt PB1 HTS
COC(=O)C1=C(c2ccc(C(C)=O)cc2)C[C@@H]2CC[C@H]1N2C(=O)NC1CCCCC1
  -5	-1.1	.	.	-1.0	.	-3	.	.
COc1ccn(C)c(=O)c1C#N
  -1	2.0	0	-9	-0.2	3	2	-16	103
CN1C(=O)C(O)N=C(c2ccccc2)c2ccccc21 (stereo not given)
  8	0.5	3	16	0.7	12	-10	0	109
COC(=O)C1CN(C#N)N(c2ccc(Cl)cc2)C12c1ccccc1-c1ccccc12 (stereo not given)
  .	-0.4	2	13	0.0	1	-6	12	82
CN1CC(C(=O)c2ccc(F)cc2)C(c2ccc(F)cc2)C1 (stereo not given)
  -12	1.5	-2	21	1.5	2	-5	0	104
O=c1c2ccccc2nc(-c2ccc([N+](=O)[O-])cc2)n1-c1ccccc1
  0	7.9	1	28	-0.2	0	-7	2	100
COc1ccc(CNCCc2c[nH]c3ccccc23)c(OC)c1OC
  -12	2.7	3	-13	2.1	8	-5	-2	118
COC(=O)C1=C(c2c(C)noc2C)C[C@@H]2CC[C@H]1N2C(=O)NCCNC(C)=O
  -2	0.3	.	.	0.4	.	-7	.	.
Cc1[nH]c2ccccc2c1C(=O)C(=O)N1CCC2(CC1)OCCO2
  5	1.1	2	-32	0.9	2	-3	-7	104
Cc1nn(Cc2ccccc2Cl)c(Cl)c1C(=O)OCC(=O)NC(=O)NC1CCCCC1
  0	0.0	2	24	1.2	0	4	-9	99
O=P(Nc1ccccc1Cl)(c1ccccc1)c1nc2c(s1)CCCC2 (stereo not given)
  -4	-1.3	-5	0	-0.7	1	-8	0	100
CN(C)C1(CNC(=O)Nc2ccc(Cl)c(Cl)c2)CCCCC1
  -13	13	1	-2	6.5	13	-6	30*	130
CC(=O)c1ccc(OCC(=O)N2CCCC(N(C)Cc3ccccc3)C2)cc1 (stereo not given)
  -2	-0.4	-6	-2	0.1	2	-3	-17	106
COC(=O)c1c2[n+](cc3cc(OC)c(OC)cc13)CCc1cc(OC)c(OC)cc1-2
  -1	-1.2	.	.	0.3	.	-5	.	.
Cc1ccccc1-n1c(-c2ccco2)nc2ccccc2c1=O
  -3	-0.8	4	2	-0.7	3	-9	1	99

Some entries already given with just MEKK2wt PB1 HTS, V1aR counter and MEKK2 mut-MEK5:
SMILES | MEKK2wt PB1 HTS | V1aR counter | MEKK2 mut-MEK5
CN1C(=O)C(O)N=C(c2ccccc2)c2ccccc21 (stereo not given) | 109 | 0.7 | 12
CN1CC(C(=O)c2ccc(F)cc2)C(c2ccc(F)cc2)C1 (stereo not given) | 104 | 1.5 | 2
Cc1nn(Cc2ccccc2Cl)c(Cl)c1C(=O)OCC(=O)NC(=O)NC1CCCCC1 | 99 | 1.2 | 0
O=P(Nc1ccccc1Cl)(c1ccccc1)c1nc2c(s1)CCCC2 (stereo not given) | 100 | -0.7 | 1
CN(C)C1(CNC(=O)Nc2ccc(Cl)c(Cl)c2)CCCCC1 | 130 | 6.5 | 13
COc1ccn(C)c(=O)c1C#N | 103 | -0.2 | 3
COC(=O)C1CN(C#N)N(c2ccc(Cl)cc2)C12c1ccccc1-c1ccccc12 (stereo not given) | 82 | 0.0 | 1

Fetched by structure from the list above (three):
Every second line gives: GalR3 antagonist	OXTR agonist	PfM18AAP inh	NALP1 inh	V1aR counter	MEKK2 mut-MEK5	OXTR potentiate	GPR7 antagonist	MEKK2wt PB1 HTS
COc1ccc(CNCCc2c[nH]c3ccccc23)c(OC)c1OC
  -12	2.7	3	-13	2.1	8	-5	-2	118
O=P(Nc1ccccc1Cl)(c1ccccc1)c1nc2c(s1)CCCC2 (stereo not given)
  -4	-1.3	-5	0	-0.7	1	-8	0	100
COC(=O)C1=C(c2c(C)noc2C)C[C@@H]2CC[C@H]1N2C(=O)NCCNC(C)=O
  -2	0.3	.	.	0.4	.	-7	.	.

Further results:
Every second line gives: GalR3 antagonist	OXTR agonist	PfM18AAP inh	NALP1 inh	V1aR counter	MEKK2 mut-MEK5	OXTR potentiate	GPR7 antagonist	MEKK2wt PB1 HTS
CCN1C(=O)NC(=O)/C(=C\c2cn(CC(=O)N3CCCCC3)c3ccccc23)C1=O
  0	1.9	19	3	1.3	-1	-2	-15	95
CC(C(N)=O)N1CC(c2ccc(Cl)cc2)CC1=O (stereo not given)
  -5	-0.4	-3	-5	-1.2	6	-5	-6	103
Cc1ccc(C2CC3CCC(C2)N3Cc2ccccc2F)cc1 (stereo not given)
  -11	.	0	38	.	-9	.	16	97
CCCCn1c(O)c(C(C)=NC(Cc2c[nH]c3ccccc23)C(=O)OC)c(=O)[nH]c1=O (stereo not given)
  -4	3.5	6	6	3.9	0	-6	-14	94
CCc1nc2ccccc2c(=O)n1-c1ccccc1OC
  -9	.	-7	12	.	-5	.	11	93
COC(=O)CSC1=NP(=S)(SCC(=O)OC)N2CCCC2=C1C#N (stereo not given)
  1	0.7	11	2	1.3	7	-1	0	102
COC(=O)C1=C(c2cc3ccccc3o2)C[C@@H]2CC[C@H]1N2C(=O)NCc1ccc(F)cc1
  -1	-2.5	.	.	-0.5	5	-17	.	110
CCCCn1c(O)c(/C=N/NC(=O)c2ccncc2)c(=O)[nH]c1=S
  -5	1.2	7	-10	3.3	-14	-7	-7	91
O=C1CN=C(c2ccc(F)cc2)c2oc3ccccc3c2N1
  11	-0.2	3	4	-0.5	-5	5	-13	96
O=[N+]([O-])c1ccc(NC2CCCC2)c2ccncc12
  .	1.0	-6	32	4.9	-4	-9	19	98
COc1ccccc1-n1c(-c2ccc(C)cc2)nc2ccccc2c1=O
  -7	.	6	7	.	-5	.	1	94
C[C@]12CC(=CO)C(=O)C[C@@H]1CC[C@@H]1[C@@H]2CC[C@@]2(C)[C@H]1CC[C@]2(C)O
  .	.	-2	16	.	-1	.	11	98
CN1C(=O)C(=Cc2cn(CC#N)c3ccccc23)C(=O)N(C)C1=O
  -10	.	8	8	.	-3	.	-7	99
COc1ccc(OC)c(N2C(=O)/C(=C/c3ccco3)C(=O)NC2=S)c1
  .	-0.3	-42	-7	-0.7	-25	-13	10	66*[inhibitor]
CC(=O)c1cc(C#N)c(N2CCN(C)CC2)nc1C
  -2	-1.3	0	2	0.7	-1	-11	8	96
O=C(Nc1c(F)cc(F)cc1F)c1cccn(Cc2ccccc2)c1=O
  -8	0.4	3	-1	0.1	2	0	3	107
O=C(N/N=C/c1c(O)n(Cc2ccc(F)cc2)c(=O)[nH]c1=O)c1ccccc1O
  13*	-2.1	17	21	0.5	16	-10	-5	112
O=C1NC(=O)N(c2ccc(Br)cc2)C(=O)/C1=C/c1ccsc1
  -5	1.4	-1	-1	0.2	-7	-7	-2	87
CCN1C(=O)NC(=O)/C(=C\c2ccc(N3CCOCC3)cc2OC)C1=O
  4	0.1	16	-2	2.1	.	-10	-3	.
CCc1nnc(NS(=O)(=O)c2ccc(N=Cc3c(O)n(-c4ccc(Cl)cc4)c(=O)[nH]c3=O)cc2)s1
  -6	0.3	2	-2	2.1	-4	-15	2	98
CCOC(=O)c1cc(C)sc1/N=C/C1C(=O)NC(=S)NC1=O
  4	-0.3	-20	-10	1.1	2	2	-5	96
O=C(c1ccc2c(c1)OCO2)C1CCCN(Cc2c(F)cccc2Cl)C1 (stereo not given)
  -5	-1.0	3	28	-0.5	1	-15	8	104
O=c1c2ccccc2nc(/C=C/c2ccc(F)cc2)n1-c1ccccn1
  .	1.2	-1	-8	-0.1	-13	-3	0	96
Cc1cc(C(=O)Nc2ccccc2)nn1C(C)(C)C
  -5	-2.8	-7	24	-1.1	-12	2	-4	99
Cc1ccc(Cn2c(C)c3cnn(CC(=O)N4CCC5(CC4)OCCO5)c(=O)c3c2C)cc1
  -2	0.9	4	12	2.4	.	-4	-15	.
O=C(CCN1CCCCC1)Nc1ccc(Cl)cc1C(=O)c1ccccc1
  -10	-1.1	10	9	0.2	9	-7	-10	108
Cc1ccc2c(c1)N(C(=O)CCC(=O)N1CCC3(CC1)OCCO3)CCO2
  2	-1.0	2	3	-0.6	11	-6	-7	108
Cc1ccc(N)c(N)c1
  2	-1.7	.	.	-0.5	.	-4	.	.
CN(C)[C@@H]1C(=O)C(C(N)=O)=C(O)[C@@]2(O)C(=O)C3=C(O)c4c(O)cccc4[C@@](C)(O)[C@H]3[C@H](O)[C@@H]12
  -1	2.4&0.1&11	10	53	1.7&0.0&9.9	-3	-8&-1&-8	-8	97
C=CCN1CC[C@]23c4c5ccc(O)c4OC2C(O)C=CC3[C@H]1C5 (stereo not given in full)
  -1	0.8	.	.	1.1	.	-4	.	.
Cc1c(N=Cc2c(O)n(Cc3ccco3)c(=O)[nH]c2=O)c(=O)n(-c2ccccc2)n1C
  -1	-0.2	4	2	1.5	5	-1	-3	101
O=C(CNS(=O)(=O)c1ccc(Br)s1)N1CCC2(CC1)OCCO2
  5	1.9	-1	6	1.5	6	-4	-13	103
CCOc1ccc(N2C(=O)NC(=O)/C(=C\c3ccccc3[N+](=O)[O-])C2=O)cc1
  -5	1.4	2	-4	0.5	21	-6	-18	117
Cc1cccc(-n2c(O)c(/C=N/N3CCOCC3)c(=O)[nH]c2=S)c1
  0	0.5	2	16	2.2	-3	-3	2	94
